# Screening results (PubChem)
# HTR5A inv ag: inverse agonist of human HTR5A in OPRM1-OPRD1 counter-screen; P47898; HTR5A cell line, luminescence, inverse agonism; inhibition, % at 9.3 µM; 0.083% of 340,000 active; AID 504634; in the data active = inhibition mostly above about 23%, no sharp cut-off; inactive = mostly below about 18%;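 also: 0% = cells with DMSO and 100% = no-cell wells with DMSO; some compounds called inactive have numbers as strong as hits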
# Target sequence (P47898 whole entry, looked up): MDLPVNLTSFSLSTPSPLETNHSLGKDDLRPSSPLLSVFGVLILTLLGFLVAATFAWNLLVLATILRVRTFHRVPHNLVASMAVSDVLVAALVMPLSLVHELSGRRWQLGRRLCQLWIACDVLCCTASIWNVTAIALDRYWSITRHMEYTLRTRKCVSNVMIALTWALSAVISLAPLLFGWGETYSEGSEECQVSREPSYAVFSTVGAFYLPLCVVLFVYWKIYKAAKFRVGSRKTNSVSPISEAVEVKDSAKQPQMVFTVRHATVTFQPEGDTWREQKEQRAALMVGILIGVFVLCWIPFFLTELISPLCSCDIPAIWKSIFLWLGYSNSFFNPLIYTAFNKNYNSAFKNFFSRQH
# V-ATPase pHluor: regulators of yeast V-ATPase proton transport | S. cerevisiae, pHLuorin cytosolic pH fluorescence | response, % at 10 µM | 0.37% of 350,000 active | AID 504577; in the data active = response mostly above about 7.3%, no sharp cut-off; inactive = mostly below about 5.4%; also: actives read high; inactives centre near 0; some compounds called inactive have numbers as strong as hits; reference of the scale not given here
# DSG3 Ab inh: human desmoglein-3 autoantibody binding inhibition; P32926; AID 588358; binding (percent of control), % at 10 µM; DSG3-coupled beads, scFv-anti-DSG3-GFP binding, flow cytometry; stronger effect = lower value; 0.48% of 310,000 active;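 active = binding more than 3 SD below its plate's average and above zero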;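 also: hits lower antibody fragment binding to DSG3; some compounds called inactive have numbers as strong as hits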
# MOR-DOR inv ag: mu-delta opioid heterodimer inverse agonism; AID 504357; cell-based MOR-DOR heterodimer luminescence; 0.21% of 340,000 active; P35372+P41143; inhibition, % at 9.3 µM; in the data active = inhibition above about 22%, passing the limit was not always enough;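 also: 0% = cells with DMSO and 100% = wells without cells with DMSO; values of inactives mirror those of a sister screen read the other way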
# PKA-R2B act: PKA-R2B complex activation; activation, % at 11.4 µM; P22694+P31323; PKA-R2B holoenzyme dissociation, Cy5-IP20 fluorescence polarization; R2B truncated from residue 108, S112A mutant; 0% DMSO only, 100% 113 µM cGMP; AID 504700; 0.079% of 340,000 active;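 active = activation above a cutoff set at the mean over all compounds plus 3 SD, cut at about 18% in these data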;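 also: higher means more holoenzyme dissociation and a rise in polarization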
# PKA-R1A act: PKA-R1A complex activation; AID 504707; 0.083% of 340,000 active; PKA-R1A dissociation, Cy5-IP20 fluorescence polarization; scaled: DMSO 0%, 113 µM cGMP 100%; P00514+P68181; activation, % at 11.4 µM;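 active = percent activation above the mean of all tested compounds plus 3 SD, cut at about 19% in these data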;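 also: higher means more PKAc released from R1A so a rise in polarization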
# DAGLB inhibitor: diacylglycerol lipase beta (human) inhibition. 0.059% of 340,000 active. HEK293T DAGLB membrane lysate, EnzChek fluorogenic substrate. inhibition, % at 5.17 µM. Q8NCG7; in the data active = inhibition above about 34%;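 also: 0% = enzyme with vehicle and 100% = wells lacking enzyme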
# Target sequence (Q8NCG7 whole entry, looked up): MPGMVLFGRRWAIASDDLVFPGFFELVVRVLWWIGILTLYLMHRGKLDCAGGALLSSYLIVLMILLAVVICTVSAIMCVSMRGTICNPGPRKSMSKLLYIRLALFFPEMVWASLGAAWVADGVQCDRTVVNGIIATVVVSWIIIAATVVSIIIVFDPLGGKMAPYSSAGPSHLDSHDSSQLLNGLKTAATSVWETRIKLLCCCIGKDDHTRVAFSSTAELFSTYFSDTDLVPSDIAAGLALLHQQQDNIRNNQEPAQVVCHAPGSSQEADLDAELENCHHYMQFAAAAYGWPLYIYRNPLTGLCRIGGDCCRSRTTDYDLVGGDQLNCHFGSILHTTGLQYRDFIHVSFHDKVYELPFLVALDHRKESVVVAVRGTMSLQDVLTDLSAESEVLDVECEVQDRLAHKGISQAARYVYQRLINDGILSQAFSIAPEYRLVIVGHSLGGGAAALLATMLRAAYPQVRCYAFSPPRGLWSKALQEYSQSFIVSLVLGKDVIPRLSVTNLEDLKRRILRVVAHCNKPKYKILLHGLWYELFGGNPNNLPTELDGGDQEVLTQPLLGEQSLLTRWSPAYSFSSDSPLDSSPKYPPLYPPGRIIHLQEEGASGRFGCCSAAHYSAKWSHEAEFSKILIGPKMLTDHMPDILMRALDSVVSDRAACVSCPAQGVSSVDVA
# HTR5A ag: activates human HTR5A in OPRM1-OPRD1 agonist counter-screen; P47898; HTR5A agonist assay, luminescence, cell-based; activation, % at 9.3 µM; 0.61% of 340,000 active; AID 504692; in the data active = activation mostly above about 9.5%, no sharp cut-off; inactive = mostly below about 7.6%;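 also: 0% = cells with vehicle only and 100% = reference agonist; strong numbers were not always called active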
# Arr AP2 block: blocks beta-arrestin peptide binding to AP2 adaptin; 0.31% of 340,000 active; inhibition, % at 10 µM; AID 504490; FITC-arrestin peptide / GST-AP2 beads, flow cytometry; AP2 beta2 appendage carries R879A mutation;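 active = inhibition above a set limit, near 3 SD of compounds lacking own fluorescence, cut at about 54% in these data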;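 also: plate controls were DMSO wells for no effect and 5 µM unlabelled arrestin peptide for full effect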
#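 system = GST-tagged AP2 beta2-adaptin appendage (R879A) on 4 µm glutathione beads | reagent = FITC-labelled arrestin peptide probe, 50 nM final | schedule = compound with beads 12 min RT, then probe 1 h RT | signal = HyperCyt-sampled flow cytometry, FL1 channel, ex 488/em 535 nm | read-out = percent response from loss of bead-bound FITC fluorescence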
# OPRM1-OPRD1 ag: agonists of human mu-delta opioid receptor heterodimerization; P35372+P41143; cells, OPRM1-OPRD1 heterodimerization, luminescence; 0.3% of 340,000 active; activation, % at 9.3 µM; in the data active = activation above about 18%;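 also: 0% = vehicle-treated cells and 100% = reference agonist; values of inactives mirror those of a sister screen read the other way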
# Numbers without * were called inactive; / = not tested or not shown.
SMILES,HTR5A inv ag,V-ATPase pHluor,DSG3 Ab inh,MOR-DOR inv ag,PKA-R2B act,PKA-R1A act,DAGLB inhibitor,HTR5A ag,Arr AP2 block,OPRM1-OPRD1 ag
Cn1c(N)c(C(=O)COC(=O)c2cc(S(=O)(=O)N3CCOCC3)ccc2F)c(=O)n(C)c1=O,5,2,96,-5,2,-14,-2,-2,0,1.1
Cn1c(C(=O)NCCN2CCCCCC2)cc2c(=O)n(C)c3ccccc3c21,-1,2,114,0,-9,-5,-4,1,3,-0.1
CC1SC2(NC1=O)C1CC3CC(C1)CC2C3 (stereo not drawn),-8,3,96,8,-8,-13,1,7,16,-1.4
Cc1cccc(C)c1OCC(=O)N(Cc1ccco1)C1CCS(=O)(=O)C1 (stereo not drawn),-17,0,103,2,-11,-1,1,6,1,-0.3
O=c1[nH]c(/C=C\c2cccnc2)c([N+](=O)[O-])c(=O)[nH]1,8,-1,97,10,-11,2,-4,-3,-6,-1.9
COc1ccc(Cl)cc1C(=O)N1CCN=C1SC,-6,-2,/,2,8,-5,0,2,1,-0.3
COC(=O)c1ccc(CSc2nc3ccc(Cl)cc3[nH]2)o1,-10,-1,118,5,-6,-9,-6,4,18,-1.1
CCn1c(O)c(N=Nc2ccc3ccccc3n2)c2ccccc21,-27,-2,102,-2,-10,-8,-4,9,5,0.3
C=C(C)C1CC=C(C)/C(=N/NC(=O)COc2ccccc2Cl)C1 (stereo not drawn),-18,-4,125,0,-6,5,-2,-1,2,0.0
CCCC(=O)N1CCN(c2ccc(NC(=O)c3ccccc3)cc2)CC1,10,0,89,-2,-2,-14,2,3,13,0.3
O=C(CSc1nnc(CNC(=O)c2c(F)cccc2Cl)o1)Nc1ccc2c(c1)OCCO2,25,-3,93,7,5,-8,1,-1,6,-1.3
O=C(NC1CCCCC1)C(c1ccccc1)N(C(=O)c1cccs1)c1ccc2c(c1)OCO2 (stereo not drawn),-5,-2,101,19,8,-6,0,-2,41,-3.4
Clc1ccc(-n2nnnc2-c2cnc(-c3ccncc3)nc2-c2cccs2)cc1,-12,5,111,8,8,0,-3,4,18,-1.6
COc1ccc(C)cc1NC(=O)CN1C(=O)COc2ccc(S(=O)(=O)N3CCC(C)CC3)cc21,3,0,103,16,-1,-4,-2,7,-2,-3.1
CC1=C(/C=C/C(C)=C/C=C/C(C)=C\C(=O)O)C(C)(C)CCC1,15,-3,101,6,-2,-1,4,-4,9,-1.1
CSc1ncccc1C(=O)OCc1ccc(Br)cc1,-13,3,112,-17,-5,-7,-15,5,-12,3.4
COc1ccccc1C(=O)NC(=O)COC(=O)c1ccc(NC(=O)CC#N)cc1,-7,2,97,2,0,-2,0,9,41,-0.4
Cc1cccc(NC(=O)c2cc(C)nc3ccccc23)c1,-50,3,106,7,2,6,-1,14*,19,-1.5
O=C(CN1CCN(C(=O)c2ccco2)CC1)NCc1ccc(Cl)cc1,7,-1,109,19,-12,-1,-1,-3,1,-2.8
COc1ccc(CCNC(=O)c2ccc3c(c2)S(=O)(=O)N=C2CCCCCN23)cc1,6,3,99,0,1,-10,0,-2,28,0.0
Cn1c(C(=O)O)ccc1S(=O)(=O)N1CCCCCC1,36,0,113,12,0,-1,-1,2,-1,-2.4
O=C(NCCCc1ccccc1)C(=O)NCC1OCCN1S(=O)(=O)c1ccc(F)cc1 (stereo not drawn),13,1,102,10,-12,-3,1,2,-3,-1.5
COc1ccc(-n2nnc3c(=O)n(CC(=O)N4CCC(Cc5ccccc5)CC4)cnc32)cc1,7,-4,105,3,9,14,-1,-1,31,-0.5
CCOC(=O)CC(NC(=O)c1cccs1)c1ccc(OCC)cc1 (stereo not drawn),-17,7,102,12,-7,0,1,10,20,-2.2
Cc1ccc(CC(=O)NCc2ccc(F)cc2)cc1,10,-1,100,19,-4,-4,0,-4,6,-3.8
Cc1ccc(S(=O)(=O)NCc2cccnc2)c(C)c1,-11,3,98,-4,-3,10,0,3,17,0.9
Cc1ccc(-n2nnnc2SC(C)C(N)=O)c(C)c1 (stereo not drawn),17,4,/,15,13,9,1,-6,-7,-2.5
COC(=O)CCCC1=CC2=CC(=O)C(C)(OC(=O)c3cccs3)C(=O)C2=CN1C1CC1 (stereo not drawn),-30,-10,106,-10,-3,-6,-1,0,10,2.2
C=CCN(c1ccccc1OC)S(=O)(=O)c1cccc(C(=O)NCc2ccco2)c1,2,3,97,3,-4,-5,1,-1,17,-0.6
CCN(CC)CCN(C(=O)c1ccc(Br)s1)c1nc2cc3c(cc2s1)OCCO3,-17,2,111,-14,-4,5,-4,2,1,2.7

# Quoted at random: 4 records from the list.
SMILES,HTR5A inv ag,V-ATPase pHluor,DSG3 Ab inh,MOR-DOR inv ag,PKA-R2B act,PKA-R1A act,DAGLB inhibitor,HTR5A ag,Arr AP2 block,OPRM1-OPRD1 ag
CCOC(=O)CC(NC(=O)c1cccs1)c1ccc(OCC)cc1 (stereo not drawn),-17,7,102,12,-7,0,1,10,20,-2.2
COc1ccc(CCNC(=O)c2ccc3c(c2)S(=O)(=O)N=C2CCCCCN23)cc1,6,3,99,0,1,-10,0,-2,28,0.0
C=CCN(c1ccccc1OC)S(=O)(=O)c1cccc(C(=O)NCc2ccco2)c1,2,3,97,3,-4,-5,1,-1,17,-0.6
O=C(NCCCc1ccccc1)C(=O)NCC1OCCN1S(=O)(=O)c1ccc(F)cc1 (stereo not drawn),13,1,102,10,-12,-3,1,2,-3,-1.5

# Going on with the list:
SMILES,HTR5A inv ag,V-ATPase pHluor,DSG3 Ab inh,MOR-DOR inv ag,PKA-R2B act,PKA-R1A act,DAGLB inhibitor,HTR5A ag,Arr AP2 block,OPRM1-OPRD1 ag
CSc1ncc(Cl)c(C(=O)NCc2cccnc2)n1,-2,-1,98,17,-1,3,0,0,-10,-3.8
CC(=O)NCCC(=O)Nc1nc2c(ccc3ccccc32)s1,-3,5,/,1,2,-3,-2,1,-4,-0.1
CC1CCC(NC(=O)c2cc(S(=O)(=O)N3CCCCC3)c[nH]2)CC1 (stereo not drawn),-1,0,102,5,-2,-14,2,0,10,-1.0
Cc1ccc(OCC(=O)N2CCOCC2)c([N+](=O)[O-])n1,12,12,100,-2,-3,1,1,-4,-1,0.4
Cc1cc(-c2nnc(CCC(=O)NC(Cc3ccccc3)c3ccccc3)o2)no1 (stereo not drawn),-3,-3,96,2,-11,0,0,1,0,-0.3
CN(C)C(=S)Nc1ccc2c(c1)OCCO2,-2,2,97,12,-2,-1,-2,0,-19,-2.4
CC(C)CN1CCC(C(=O)N2CCN(c3ccccc3F)CC2)CC1,22,-1,108,1,-9,-9,-2,1,-8,-0.2
O=C(c1ccncc1)N1CCN(c2cc(-c3ccccc3)nc3cc(-c4cccc(Cl)c4)nn23)CC1,/,0,/,/,-8,0,2,/,/,/
CCOC(=O)C1(C(F)(F)F)N=C(c2cccnc2)OC(N2CCOCC2)=N1 (stereo not drawn),-1,-2,/,2,-2,9,-3,0,7,-0.4
O=C(COC(=O)c1ccc(-n2cnnn2)cc1)c1ccc(Br)cc1,0,3,101,8,-3,1,-2,1,14,-1.2
CC(=O)OC(C(=O)NC1CCCCC1)c1ccc(Cl)cc1 (stereo not drawn),9,2,107,13,-8,-2,0,-4,1,-2.5
COc1ncnc2c1ncn2CCCNCC(C)c1ccccc1 (stereo not drawn),/,-1,/,/,-1,-5,2,/,/,/
CC(C)(C)n1nc2c(c1NC(=O)c1ccco1)CS(=O)C2 (stereo not drawn),22,0,98,4,-1,0,3,-8,22,-0.7
N=C1S/C(=C\c2ccco2)C(=O)N1c1nccs1,-1,1,97,17,6,4,4,1,9,-3.2
CC(=O)c1c(C)nc2ccccc2c1N,6,1,98,5,-7,6,-1,1,12,-1.2
C=CCNC(=S)/N=c1/ccccn1C,15,-4,115,6,3,-13,-3,-1,22,-1.2
Cc1ccc2c(c1)C(=O)C(=O)N2Cc1ccc(Cl)cc1,-25,10,102,38,-4,-24,0,5,-1,-8.3
CCc1ccc(C2C(C#N)=C(N)Oc3cc(N)ccc32)cc1 (stereo not drawn),8,-4,115,1,-2,7,2,7,31,-0.3
CCOCCCN(C)C1CCN(C(=O)c2oc3ccccc3c2NC(=O)Cc2ccc(F)cc2)CC1,1,-3,107,5,-1,7,1,1,24,-1.0
O=C(CC1SC(=Nc2ccc3c(c2)OCCO3)NC1=O)Nc1ccc(F)cc1F (stereo not drawn),21,-3,104,12,9,-8,4,-1,-4,-2.3
CCCN(CCC)c1nc(N)nc(-c2cc(Cl)ccc2OC)n1,-3,-1,103,-1,-7,-6,-6,1,5,0.2
CC1(C)COC2(OC1)C(=O)N(CN1CCOCC1)c1ccccc12,0,1,97,3,7,-12,-2,0,-4,-0.7
O=C(Nc1cccc(C(=O)O)c1)/C(=C\c1ccc2c(c1)OCO2)NC(=O)c1ccco1,-20,-1,98,11,-5,-2,-2,1,-7,-2.0
CC(C)(Cc1ccccc1)/[N+]([O-])=C\c1ccccc1,-27,1,107,-10,-2,-4,-1,9,-3,1.8
O=C1CN(C(=O)COc2ccc(Br)cc2)c2ccccc2N1,3,-4,99,14,-10,-23,0,3,-7,-2.7
NS(=O)(=O)c1ccc(N2N=C(c3ccccc3)CC2c2cccc(Cl)c2)cc1 (stereo not drawn),-5,1,103,-31,-6,-9,0,1,7,6.5
Oc1cc(Cc2ccccc2)cnc1CN1CCCCC1,-10,2,93,2,6,0,-1,2,5,-0.3
CCc1nnc(NC(=O)CSc2nc3c(cc2C#N)CCC3)s1,-2,-6,85,4,-12,-6,-4,-3,-6,-0.7
CSc1ccc(S(=O)(=O)NCCOc2ccccc2C)cc1,10,-2,121,-38,-2,-2,-6,9,-3,6.4
Cc1cc(C)c(NC(=O)CSc2ccc(-c3cccnc3)nn2)c(C)c1,2,-2,98,14,-10,1,-1,1,5,-2.9
N#CCCN(C(=O)COC(=O)C1=NNC(=O)CC1)c1ccccc1,6,1,103,9,-5,-8,-3,-2,20,-1.4
Cc1cccc(NC(=O)N2CCCC2C(=O)Nc2ccccc2)c1 (stereo not drawn),5,3,115,4,-8,2,-4,-2,-3,-0.8
CC(C)N1CC2(c3ccccc3)CN(C(C)C)CC(c3ccccc3)(C1)C2=O,-10,-1,100,9,-3,0,-3,3,27,-1.6
O=C(NC1CCCCCC1)c1cc(S(=O)(=O)N2CCOCC2)ccc1F,10,-1,/,8,-8,3,1,-1,-8,-1.5
COc1ccc(C2=NOC(Cn3nc(-c4ccccc4)cc3C(=O)NCc3cccc(C(F)(F)F)c3)C2)cc1 (stereo not drawn),20,-1,103,-3,4,0,-6,-1,-8,0.5
CC(=O)Nc1cccc(-c2nc3ccccc3s2)c1,11,-3,105,-3,-4,-18,0,-4,4,0.5
CCN(CC(=O)Nc1ccc(OC)cc1)C(=O)CSCC(=O)Nc1cc(C)on1,0,2,105,3,-9,-1,0,6,15,-0.8
NC(=O)[C@H]1CC2(CC(c3cccc(NC(=O)[C@H]4CCC(=O)N4)c3)=NO2)CN1C(=O)c1ccccc1C(=O)c1ccccc1 (stereo partly drawn),-7,2,107,18,-10,-15,2,7,-3,-3.2
